ST2 IL33 inh: inhibitors of human ST2 (IL1RL1) binding to IL-33, primary screen, biochemical, AlphaLISA | Interleukin-1 receptor-like 1 (Homo sapiens), Q01638 | AlphaLISA ST2-Fc/biotin-IL-33 interaction, 1 h | inhibition, % for hits at 17 µM | 78,000 compounds, 2.3% hits | AID 1259354, 2018; in the data active = inhibition above about 30%; inconclusive = mostly about 10% to 28%
Target sequence (Q01638 whole entry, looked up): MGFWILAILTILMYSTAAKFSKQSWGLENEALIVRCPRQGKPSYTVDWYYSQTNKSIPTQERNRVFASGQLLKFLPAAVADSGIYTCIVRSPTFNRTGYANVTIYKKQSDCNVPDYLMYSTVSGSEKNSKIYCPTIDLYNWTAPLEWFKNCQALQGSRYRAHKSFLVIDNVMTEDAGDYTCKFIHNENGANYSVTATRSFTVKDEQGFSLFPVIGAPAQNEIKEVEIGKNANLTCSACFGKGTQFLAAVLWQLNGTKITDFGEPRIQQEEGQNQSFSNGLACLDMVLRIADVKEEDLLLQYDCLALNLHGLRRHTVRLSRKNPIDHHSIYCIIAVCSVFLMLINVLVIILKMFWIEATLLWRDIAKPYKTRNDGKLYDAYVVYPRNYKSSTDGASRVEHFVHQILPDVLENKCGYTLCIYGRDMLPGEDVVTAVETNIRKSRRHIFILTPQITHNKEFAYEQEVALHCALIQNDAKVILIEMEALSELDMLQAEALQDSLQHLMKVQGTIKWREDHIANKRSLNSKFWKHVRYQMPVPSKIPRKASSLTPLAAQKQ
* hit, by the source's call; i = inactive; ? = inconclusive; ! = not confirmed by another sample. Some of the compounds tested; count on the stated rates, not on these rows.

SMILES | ST2 IL33 inh
CCn1c(C2CCN(c3ccc(-c4nc(C)no4)cn3)CC2)nn(C)c1=O | i
Cc1c(CN(C)C(N)=O)c(=O)n(-c2ccccc2)n1C | i
N#Cc1c(SCC(N)=O)nc2c(c1-c1cccnc1)CCC2 | i
CN1CC2(CCN(C(=O)c3csc(Cc4ccccc4)n3)C2)OC1=O (stereo not given) | ?
Cc1ccccc1CN1CCC(CN(CC2CCCO2)C(=O)c2ccc(=O)n(C)n2)CC1 (stereo not given) | i
CCOc1cc(/C=C2/SC(=O)NC2=O)ccc1Oc1ccc([N+](=O)[O-])cc1[N+](=O)[O-] | ?
CSc1nc2c(c(=O)[nH]1)C1(CCCC1)Cc1ccccc1-2 | ?
O=C(Nc1ccc(Cl)cc1)Nc1ccc(Cl)cc1Cl | i
O=C(O)CCCNC(=O)/C(=C/c1ccc2c(c1)OCO2)NC(=O)c1ccc(Br)cc1 | i
CC1=C(C(=O)Nc2ccc(Cl)cc2)C(c2cccs2)n2nnnc2N1 (stereo not given) | i
c1ccc(C2(c3ccccc3)CC2CN2CC(c3ccncc3)C2)cc1 (stereo not given) | ?
O=C1CSC(c2cccnc2)N1c1cccc(Cl)c1 (stereo not given) | i
CCCC(=O)NCc1nc2ccccc2n1CCC | ?
COc1ccc(CN2CCN(c3ccccn3)CC2)cc1C | i
CC1=C[C@@H](CNC(=O)c2ccncc2)[C@H](C(C)C)C[C@H]1CC(=O)NCc1ccccn1 | i
COc1ccc2c(c1)CCc1c(C(=O)Nc3ccc(Br)cc3)noc1-2 | ?
O=c1[nH]c2ccc(S(=O)(=O)Nc3cccc(C(F)(F)F)c3)cc2[nH]c1=O | i
C=CCNC(=O)c1cnn2c(C)c(Cc3ccccc3)c(C)nc12 | i
CC(C)c1cc(C(=O)Nc2cc(Cl)ccc2O)no1 | i
CN(C)c1ccc(C2OCC3(CO2)SC(=O)NC3=O)cc1 (stereo not given) | i
Cc1cccc(-n2ncc3c(N(CCO)CCO)ncnc32)c1 | i
CCOC(=O)C1(C/C=C/c2ccccc2)CCCN(Cc2cnc(SC)nc2)C1 (stereo not given) | ?
Cc1ccc(-n2c(SCc3ccc(F)cc3)nc3c(c2=O)SCC3)cc1 | 31%*!
COc1ccc(O)c(CN2CCC3(CCCN(CCc4ccccc4)C3)C2)c1 (stereo not given) | ?
CCOc1ccc(-n2c(SCC(=O)N3CCOCC3)nc3c(c2=O)SCC3)cc1 | i

(further entries)
SMILES | ST2 IL33 inh
CCN(CC)Cc1c(O)ccc2c(=O)c(Oc3cc(C)cc(C)c3)coc12 | i
COc1ccc(NC(=O)c2noc3c2CCCCC3)c(OC)c1 | i
COc1ccc2nc(SCCc3ccccc3)nc(C)c2c1 | i
CCCc1ccc(OC(=O)c2sc3ncn(CC)c(=O)c3c2C)cc1 | ?
CC(=O)c1ccc(NC(=O)O[C@@H]2CO[C@H]3[C@@H]2OC[C@@H]3NC(=O)c2cccs2)cc1 | i
O=C(CCC1CCCC1)Nc1ccc(F)cc1 | i
CC1(C)NC(=O)N(CC(O)COC2CCCCC2)C1=O (stereo not given) | i
Cc1nc(CC(=O)N2CCC(=O)N(CC3CC3)C(C(C)C)C2)cs1 (stereo not given) | i
CCC1CCC(N2CCCC(CO)C2)CC1 (stereo not given) | i
Cn1c(C(=O)N2CCC(CCC(=O)NCc3cccnc3)CC2)cc2ccccc21 | i
Cc1ccc(C)c(N=C(NN)c2nc3ccccc3s2)c1 | ?
CCCC(=O)Nc1ccc(-c2nc3ncccc3o2)cc1 | i
O=C(c1cccc(Cl)c1)N1CCCC(CO)(CCc2ccccc2)C1 (stereo not given) | i
Cc1cccc(CN2CCC(C(=O)Nc3cccc(-c4cccc(F)c4)c3)CC2)n1 | ?
O=C(NCC1(O)CCCNCC1)c1ccccc1-c1ccccc1 (stereo not given) | i
COC(=O)c1ccc(-c2noc(CN3CCN(C4CCc5ccccc5C4)CC3)n2)cc1 (stereo not given) | i
CC(=O)NCCn1ccnc1-c1ccc(-n2cccn2)cc1 | i
COc1ccccc1N1CCN(C2CCCN(Cc3cccc(-n4cccn4)c3)C2)CC1 (stereo not given) | i
CCN(c1ccc(F)cc1)S(=O)(=O)c1cc(Br)cc2c1N(C(C)=O)C(C)C2 (stereo not given) | i
Cc1cc(Oc2ccccc2)nc(Oc2ccc(=O)[nH]n2)n1 | i
Cc1ccc(C2OC(=O)c3ccccc32)cc1F (stereo not given) | i
CC1CCN(Cc2cc(Br)c(O)c3ncccc23)CC1 | ?
Cc1ccsc1S(=O)(=O)c1ccccc1 | i
CCc1cn[nH]c1C1CCN(C(=O)c2cccc(C#CC(C)(C)O)c2)CC1 | ?
O=C(CCC1CCN(Cc2cccc3ncccc23)CC1)N1CCN(c2ccccc2)CC1 | i

In another format: entries from further up
COc1ccc2nc(SCCc3ccccc3)nc(C)c2c1
  ST2 IL33 inh: i
CCCc1ccc(OC(=O)c2sc3ncn(CC)c(=O)c3c2C)cc1
  ST2 IL33 inh: ?

Another view of three compounds above.
SMILES	ST2 IL33 inh
CCCc1ccc(OC(=O)c2sc3ncn(CC)c(=O)c3c2C)cc1	?
CC(=O)c1ccc(NC(=O)O[C@@H]2CO[C@H]3[C@@H]2OC[C@@H]3NC(=O)c2cccs2)cc1	i
O=C(CCC1CCCC1)Nc1ccc(F)cc1	i

Retrieved by structure from the list above, 4 records:
SMILES | ST2 IL33 inh
O=C(O)CCCNC(=O)/C(=C/c1ccc2c(c1)OCO2)NC(=O)c1ccc(Br)cc1 | i
O=C(NCC1(O)CCCNCC1)c1ccccc1-c1ccccc1 (stereo not given) | i
COc1ccc2nc(SCCc3ccccc3)nc(C)c2c1 | i
CCN(CC)Cc1c(O)ccc2c(=O)c(Oc3cc(C)cc(C)c3)coc12 | i

Next compounds:
SMILES | ST2 IL33 inh
O=C(CSc1nc2c(c(=O)n1-c1ccccc1)SCC2)NCCc1ccccc1 | ?
CNC(=O)c1[nH]nc2c1C(c1cnc(-c3ccccc3C)s1)CC(=O)N2 (stereo not given) | ?
COCCCNC(=O)c1ccc([N+](=O)[O-])o1 | i
Cc1ccc2oc(=O)c(C=C(O)c3cccs3)nc2c1 | ?
Cc1ccc(S(=O)(=O)N2CCOCC2)c(C)c1C | i
O=C(NC1CCCCCCC1)C1c2ccccc2C(=O)N1CCCN1CCCCC1 (stereo not given) | i
C[C@H](O)C(=O)C1=Nc2c(nc(N)[nH]c2=O)NC1 | i
CC(Cn1nc(C2CCNCC2)n(-c2ccccc2)c1=O)N1CCOCC1 (stereo not given) | i
CCCC(=O)Oc1ccc2c(=O)c(Oc3ccccc3Br)coc2c1 | i
COc1ccc(CN2CCN(Cc3cccc(F)c3)CC2)cc1OC | ?
O=C(c1nn2cc(Br)cnc2c1Br)N1CCOCC1 | i
COc1ccc(CC(=O)Nc2ccc(-c3nnc(-c4ccccc4)o3)cc2)cc1 | i
COC(=O)c1cc2n(n1)CCN(C(=O)c1cnnn1-c1ccccc1)C2 | i
CC(=O)NC1=NC(=O)/C(=C/c2ccc(-c3cccc(Cl)c3)o2)S1 | i
O=C(Nc1ccc(Cl)cc1)c1c[nH]c(=O)n(-c2ccccc2)c1=O | i
O=C(CCCn1cnc2ccccc2c1=O)NCc1c(F)ccc(F)c1F | i
O=C1CC2(CCN(C(=O)c3ccc4cccc(Cl)c4n3)CC2)CN1 | ?
O=C(Nc1c2c(nn1-c1ccccc1)CSC2)c1ccc(Br)cc1 | i
CCS(=O)(=O)N1CCCC(C(=O)NCCCOC(C)C)C1 (stereo not given) | i
O=C(NC1CC1)C1CCN(C2CCN(C(=O)C#Cc3ccccc3)CC2)CC1 | ?
O=C(NCC1CCCO1)C1CCN(C2CCN(CC#Cc3ccccc3)CC2)CC1 (stereo not given) | i
O=C(Oc1ccccc1)Oc1ccc2c(c1)oc(=O)c1ccccc12 | i
CC(=O)c1ccc(N2CCN(CC(c3ccccc3)c3ccccc3)CC2)cc1 | i
CCCCN(CC)Cc1c(C)[nH]c2ccc(Cl)cc2c1=O | i
CN1CCCn2nc(C(=O)NC(Cn3cccn3)c3ccccc3)cc2C1 (stereo not given) | ?

An excerpt of these results, in markdown:
| molecule | ST2 IL33 inh |
| --- | --- |
| CCS(=O)(=O)N1CCCC(C(=O)NCCCOC(C)C)C1 (stereo not given) | i |
| O=C(NC1CC1)C1CCN(C2CCN(C(=O)C#Cc3ccccc3)CC2)CC1 | ? |
| O=C(NCC1CCCO1)C1CCN(C2CCN(CC#Cc3ccccc3)CC2)CC1 (stereo not given) | i |
| O=C(Oc1ccccc1)Oc1ccc2c(c1)oc(=O)c1ccccc12 | i |

The results go on:
SMILES | ST2 IL33 inh
CCOC(=O)C(C)Oc1cc(O)c2c(=O)cc(-c3ccccc3)oc2c1 (stereo not given) | ?
CCc1csc(CCNC(=O)C2CCC(=O)N(Cc3cccc(C(F)(F)F)c3)C2)n1 (stereo not given) | ?
O=C(NCCCn1ccnc1)c1cc2nc(-c3cccs3)cc(C(F)(F)F)n2n1 | i
Cc1ccc(Nc2cc(C)nc(N3CCN(S(=O)(=O)c4ccc(I)cc4)CC3)n2)cc1 | ?
NCC1CCN(Cc2ccc(C#CCO)cc2)C1 (stereo not given) | ?
O=C(Nc1ccc(-c2nc3ccccc3o2)c(O)c1)c1ccc(Br)cc1 | ?
O=C1C=C(Nc2cccc(Cl)c2)CC(c2ccccc2)C1 (stereo not given) | i
O=C(CCc1nnc(Cc2c[nH]c3ccccc23)o1)N1CC=C(c2ccc(F)cc2)CC1 | ?
CCCN(CCC)C(=O)CN(C)S(=O)(=O)c1ccc2c(c1)CCC(=O)N2 | i
COc1ccc(CC(=O)Nc2ccc(F)cc2)cc1 | ?
COC(=O)c1cc(CN(C)Cc2cccc3ncccc23)cs1 | i
O=C1CCC(C(=O)N2CCC3(CCCN(CCCc4ccccc4)C3)C2)=NN1 (stereo not given) | ?
O=[N+]([O-])c1ccc(Cl)c(-c2ncnn2-c2ccc(Br)cc2)c1 | i
COc1ccc(CC(=O)N2CC[C@@H](CC(=O)O)[C@@H](CCN(C)c3ccccc3)C2)cc1 | i
CCc1nc(CN2CCC(CCC(=O)N(C)Cc3ccccc3)CC2)c(C)[nH]1 | ?
OCC1OC(n2cnc3c(Cl)ncnc32)C(O)C1O (stereo not given) | i
O=C(Nc1nc(-c2ccccn2)cs1)c1ccccc1Oc1ccccc1 | i
CN1CCC2(CC1)CN(C(=O)c1ccc(S(N)(=O)=O)cc1)CCN2C | i
Cc1nnc(SCCNC(=O)Cc2cnc3c(C)cccn23)s1 | i
O=C(NCCSc1c(-c2ccc(Br)cc2)[nH]c2ccccc12)c1ccco1 | i
Cc1ccc(-c2noc(CCC(=O)NC3CC3)n2)cc1 | i
CN1CCN(CCC(=O)Nc2nccs2)CC1 | i
CCCCn1cnc2sc3c(c2c1=N)CCCCC3 | i
CCOc1c(NCc2ccc(OC)cc2)c(=O)c1=O | i
CC(C)c1ccc(NS(=O)(=O)c2cc(Br)cc3c2N(C(=O)C2CC2)CC3)cc1 | ?

Further entries.
SMILES | ST2 IL33 inh
O=C(CCSc1nc2ccccc2o1)Nc1ccccc1Br | i
CC(C)CC(=O)Nc1c2c(nn1-c1ccc(Cl)cc1)CSC2 | i
CCSc1nnc2c(n1)OC(c1cccc(O)c1)Nc1ccccc1-2 (stereo not given) | i
C=CCc1ccc(OCCCOc2ccccc2C(C)=O)c(OC)c1 | i
COC(=O)c1cccc(NC(=S)N[C@H]2CO[C@H]3[C@@H]2OC[C@H]3OC(=O)Nc2ccc(C(C)C)cc2)c1 | 68%*
COc1cc(C(=O)Nc2c3c(nn2C(C)(C)C)CSC3)cc(OC)c1OC | i
NNC(=O)C1C(=O)NCC1c1ccccc1 (stereo not given) | i
COc1ccc2c(c1)sc(=NC(=O)c1ccc(S(=O)(=O)N3CCCCC3C)cc1)n2C (stereo not given) | i
COc1cccc(-c2cc3c(n(Cc4ccccn4)c2=O)CCN(C(=O)c2csc(C)n2)C3)c1 | i
COc1ccc(-c2nnc(NC(=O)c3ccc(S(=O)(=O)N4CCCC4)cc3)o2)c(OC)c1 | ?
COc1ccc(NC(=O)c2oc3ccccc3c2NC(=O)c2cccs2)c(OC)c1 | i
O=S(=O)(c1ccccc1)N1CCSC1c1ccccc1Cl (stereo not given) | i
Cc1ccc2c(c1)N(C(=O)CN1CCCN(Cc3ccccc3Cl)S1(=O)=O)CCO2 | i
Fc1ccc(Cn2ncc3c2CN(c2ncnc4ccsc24)C3)cc1 | ?
CC(=O)NCc1ccc(-c2cccc(CN3CCOCC3)c2)nc1 | i
CCNC(=O)[C@@H]1C[C@H](N)CN1C(=O)CC1=C(c2cccs2)CCC1=O | ?
O=C(Nc1ccc(F)c(F)c1)c1cc2c(=O)n3ccccc3nc2s1 | i
Fc1ccccc1-c1cnnc(NCC(c2ccncc2)N2CCOCC2)n1 (stereo not given) | ?
O=C(c1cc2sccc2[nH]1)N1CC(c2cccnc2)C1 | i
CCOC(=O)C[C@@H]1C[C@@H](C(C)C)[C@H](CNC(=O)c2ccccc2)C=C1C | i
CCc1cnc(C)nc1N1CCN(S(=O)(=O)c2ccccc2)CC1 | i
O=C(NC[C@H]1O[C@@H](CO)[C@@H](O)[C@H]1N1CCN(c2cccc(C(F)(F)F)c2)CC1)c1ccc(C(F)(F)F)cc1 | i
O[C@@H]1CN(Cc2cccc3c2OCO3)CC[C@H]1c1ccc(F)cc1 | i
C=CCN(Cc1ccc(SC)cc1)C(=O)C1CCOC1 (stereo not given) | ?
OCc1cccc(-c2nc[nH]c2-c2ccccc2)c1 | i

Additional results:
SMILES | ST2 IL33 inh
COCCOC(=O)c1c(C)oc2ccc(NS(=O)(=O)c3c(C)cc(C)cc3C)cc12 | i
c1csc(CCNc2ncnc3sc4c(c23)CCC4)c1 | i
O=C(CN1C(=O)c2ccc([N+](=O)[O-])cc2C1=O)Nc1ccc(Br)cc1C(=O)O | ?
COc1cc2c(cc1OC)C(c1ccccc1OCc1ccccc1)CC(=O)N2 (stereo not given) | i
CC1CCCN(CCCCOc2ccccc2F)C1 (stereo not given) | i
COc1ccc(N2C(=O)C3C4C=CC(C4)C3C2=O)cc1OC (stereo not given) | i
CCCn1nccc1C(=O)NC1CC(=O)N(CCc2ccccc2)C1 (stereo not given) | ?
CCOC(=O)C1CCCN(C(=O)CSCc2nc(-c3ccc(CC)cc3)oc2C)C1 (stereo not given) | i
